Assay outcomes from PubChem BioAssay.
G9a block: G9a (human) methyltransferase inhibition; G9a H3K9 monomethylation, AlphaScreen, 2 h; Potency, µM (top dose mostly 102 µM), for inactives: at the top dose activity, negative = inhibition, most hits filed as inhibitors; hit rate 8.8% among 350,000; Q96KQ7; further: on the % scale 0 is the no-effect control and ±100 the full control effect; nearly all actives have a fitted effect of over 75% in size
Target sequence (Q96KQ7 913-1193 limits assumed): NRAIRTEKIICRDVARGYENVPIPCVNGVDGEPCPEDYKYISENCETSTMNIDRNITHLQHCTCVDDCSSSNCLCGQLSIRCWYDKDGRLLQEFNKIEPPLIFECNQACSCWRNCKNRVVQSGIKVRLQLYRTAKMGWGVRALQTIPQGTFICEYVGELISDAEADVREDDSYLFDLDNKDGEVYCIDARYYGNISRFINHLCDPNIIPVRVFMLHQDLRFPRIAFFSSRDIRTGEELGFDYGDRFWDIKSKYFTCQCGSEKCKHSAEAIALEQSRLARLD
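AlphaScreen read-out: biotin-H3K9 peptide (500 nM) methylation by 20 nM enzyme with 20 uM SAM, 2 h at room temperature after 15 min compound preincubation; anti-monomethyl H3K9 antibody plus donor/acceptor beads, 10 min dark.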
BLM helicase inh: inhibitors of human Bloom syndrome helicase BLM | Potency, µM (top dose mostly 56.1 µM), inactives show at the highest dose activity change, negative = inhibition, actives largely listed as inhibitors | recombinant BLM DNA unwinding, fluorescence dequenching | AID 2528 | hit rate 0.2% among 350,000;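 further: plate controls were vehicle for no effect and no enzyme for full effect; nearly all actives have a fitted effect of over 35% in size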
JMJD2A Tudor inh: blocks the human JMJD2A Tudor domain; O75164; AlphaScreen JMJD2A-Tudor / H3K4me3 peptide binding; Potency, µM (doses to about 114 µM), for the others: at the highest dose activity change, negative = inhibition, hits mostly inhibitors; hit rate 4.4% among 390,000; further: on the % scale 0 is the no-effect control and ±100 the full control effect; nearly all actives have a fitted effect of over 50% in size
GLS inhibitor: inhibitors of human glutaminase (GLS). Potency, µM (titrated, usually from 45.5 µM), for inactives: top-dose activity change, negative = inhibition, hits mostly inhibitors. GLS enzymatic activity, qHTS titration. O94925. AID 624170. hit rate 0.21% among 410,000; further: on the % scale 0 is the no-effect control and ±100 the full control effect
Target sequence (O94925 whole entry, looked up): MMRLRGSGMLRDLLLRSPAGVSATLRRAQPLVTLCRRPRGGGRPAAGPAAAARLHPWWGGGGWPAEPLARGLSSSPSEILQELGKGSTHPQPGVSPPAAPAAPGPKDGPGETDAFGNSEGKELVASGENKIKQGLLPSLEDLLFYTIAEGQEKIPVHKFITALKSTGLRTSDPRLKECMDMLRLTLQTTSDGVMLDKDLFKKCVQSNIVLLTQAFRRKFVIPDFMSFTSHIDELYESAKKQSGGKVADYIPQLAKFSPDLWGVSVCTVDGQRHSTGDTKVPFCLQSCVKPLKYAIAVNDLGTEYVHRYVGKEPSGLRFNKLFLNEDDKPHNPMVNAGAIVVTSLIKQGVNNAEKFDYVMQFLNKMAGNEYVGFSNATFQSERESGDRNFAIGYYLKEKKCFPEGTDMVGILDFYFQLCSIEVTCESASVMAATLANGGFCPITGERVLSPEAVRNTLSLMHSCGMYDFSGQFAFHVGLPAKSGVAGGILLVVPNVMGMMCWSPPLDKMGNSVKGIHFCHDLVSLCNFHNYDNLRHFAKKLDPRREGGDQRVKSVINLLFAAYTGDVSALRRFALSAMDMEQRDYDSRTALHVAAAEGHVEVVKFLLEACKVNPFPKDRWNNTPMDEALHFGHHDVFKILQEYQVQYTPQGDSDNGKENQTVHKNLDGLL
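Compounds were pin-transferred onto hKGA, after which L-glutamine (1 mM solution) and a detection mix of glutamate oxidase, HRP and Amplex Red were added. Initial and 30 min RT fluorescence reads were collected.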
HP1b binding inh: inhibitors of HP1-beta chromodomain binding to methylated histone tails | P83916 | AlphaScreen HP1-beta / biotin-H3K9me3 peptide binding | Potency, µM (top dose mostly 114 µM), inactives show at the highest dose activity change, negative = inhibition, most hits filed as inhibitors | hit rate 0.56% among 390,000 | AID 540317; further: nearly all actives have a fitted effect of over 70% in size; inactives centre near 23
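Compound inhibition of the preformed complex between 50 nM HP1-beta and 50 nM biotinylated H3K9me3 peptide was read by AlphaScreen. Buffer was PBS pH 7.4 with 0.01% Tween-20. Incubations ran 30 min at room temperature, with 10 ug/mL donor/acceptor beads.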
PGK inhibitor: inhibitors of T. brucei phosphoglycerate kinase; P07378; PGK/GAPDH coupled, Kinase-Glo luminescence, 60 min; Potency, µM (titrated, usually from 57.5 µM), without a hit: at the highest dose activity change, negative = inhibition, actives largely listed as inhibitors; hit rate 0.043% among 380,000; further: on the % scale 0 is the no-effect control and ±100 the full control effect; nearly all actives have a fitted effect of over 60% in size
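Luminescent ATP detection (Kinase-Glo Plus) follows a 60-minute room-temperature incubation, with wells lacking PGK as controls. Buffer: 100 mM TEA (pH 7.6), 5 mM MgCl2, 0.01% Tween-20. Coupling enzyme GAPDH (100 nM final) supplies unstable 1,3-BPG in-well.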
BAZ2B inh: inhibitors of human BAZ2B bromodomain. AlphaScreen BAZ2B-H3K14Ac peptide displacement. Potency, µM (doses to about 114 µM), for the others: at the highest dose activity change, negative = inhibition, most hits filed as inhibitors. hit rate 4.4% among 360,000; further: on the % scale 0 is the no-effect control and ±100 the full control effect; nearly all actives have a fitted effect of over 60% in size
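AlphaScreen displacement of biotin-H3(5-23)K14Ac peptide (50 nM final) from BAZ2B (50 nM final) in PBS pH 7.4, 0.01% Tween-20; complex preformed 30 min RT, then compounds (top 110 uM) 30 min RT, beads 20 min dark.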
Pin1 inhibitor: human Pin1 inhibition; Pin1 FP peptide displacement, HiFluor488, 10 min; Potency, µM (titrated, usually from 115 µM), for the others: at the highest dose activity, negative = inhibition, actives largely listed as inhibitors; hit rate 0.009% among 390,000; AID 504891; active means well fitted inhibition curve with a large enough effect in the polarisation, with a control signal flat, not every such curve was filed as active; inconclusive means small, poorly fitted or top-dose-only effect, or effect the other way, or a change in a side signal; inactive means no such curve, though single readings can be large or run the other way; the % refers to the polarisation; further: on the % scale 0 is the no-effect control and ±100 the full control effect
POLI inh: inhibitors of human DNA polymerase iota; Q9UNA4; Pol iota fluorescent replication assay, 10 min; Potency, µM (titrated, usually from 115 µM), for inactives: at the highest dose activity, negative = inhibition, most hits filed as inhibitors; hit rate 1% among 390,000; AID 588590
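Pol iota at 10 nM preincubated 15 min with compounds at room temperature; reaction started with fluorescent substrate, 50 nM final. Fluorescence read kinetically at 0 and 10 min; buffer-only wells as negative control.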
* = called active by the depositor; i = inactive; ? = inconclusive; · = no result given; [ ] = dose if it differs, or a comment. Unless noted, the call rests on the fitted dose curve; in most records, active means well fitted curve in the direction sought with a large enough effect; inconclusive means small, poorly fitted or top-dose-only effect, or another doubt; inactive means no such curve, though single readings can be large; an effect the other way counts as inactive or inconclusive. Potency means the concentration at half of the fitted maximal effect.

SMILES | G9a block | BLM helicase inh | JMJD2A Tudor inh | GLS inhibitor | HP1b binding inh | PGK inhibitor | BAZ2B inh | Pin1 inhibitor | POLI inh
COc1cc2cc(CN(Cc3nnnn3Cc3ccccc3)CC3CCCO3)c(=O)[nH]c2cc1OC (configuration not stated) | 0%[59 µM] | -8% | -16% | 10% | 33% | -4% | 22% | 1% | -4%
CC(C)(C)C(=O)/C=c1\s/c(=C\c2ccc(-c3ccc([N+](=O)[O-])cc3)o2)c(=O)n1CC(=O)NC(N)=O | 45µM* | 2% | -8% | 4% | 12% | -4% | ? | ? | 82%[activator]
CCn1c(SCC(=O)c2c[nH]c3ccccc23)nnc1-c1cccs1 | ? | -1% | -6% | 2% | 25% | i | -3% | ? | -2%
Cc1ccc(C(=O)N/C(=C/c2ccco2)C(=O)NCCc2c[nH]c3ccccc23)cc1 | ? | 0% | -28% | 17% | 1% | 2% | -8% | 4% | 11%
CC(C)(C)C(=O)Nc1ccc(-c2nc3ccc(NC(=O)C(C)(C)C)cc3[nH]2)cc1 | -2%[59 µM] | 1% | -21% | -3% | 45%[activator] | -2% | 4% | 2% | 18%
COc1ccccc1C(=O)Nc1cc(Cl)ccc1O | 56µM* | -13% | -10% | 3% | 10% | -7% | -1% | 13% | -6%
Cc1ccc2c(c1)C1CN(C)CCC1N2C(=O)c1ccc(Cl)c(S(=O)(=O)N2CCOCC2)c1 (configuration not stated) | 2% | -4% | -16% | 3% | 13% | -1% | 0% | 1% | 17%
CC(C)(C)C(=O)Nc1c(Cl)cccc1OC(F)(F)F | 4% | -1% | 4% | 7% | 30% | 9% | 3% | 6% | 21%
O=C(CNC(=O)c1cccc(Br)c1)N/N=C/c1cccnc1 | 0% | -2% | -12% | -11% | 16% | -3% | -26% | -5% | 12%
O=C(NNC(=O)C1CCCC1)c1cc([N+](=O)[O-])cc([N+](=O)[O-])c1 | 2%[12.7 µM] | · | 7% | -1% | 41% | -2% | 0% | -5% | 6%
O=c1ccc2cc(S(=O)(=O)NCc3ccccc3)ccc2[nH]1 | · | -3% | -12% | -2% | 22% | 2% | -8% | -2% | -25%
CCOC(=O)/C(C#N)=C1/C=CNC(=O)N1 | 11%[59 µM] | -1% | -12% | 7% | 12% | -11% | 4% | -1% | -25%
O=C(NNc1cccc(Cl)n1)Nc1cccc(Cl)c1 | ? | -3% | -2% | 11% | 40%[activator] | -7% | 4% | 10% | 6%
Cc1ccc(-n2nc(C)c(C(=O)NCCCN3CCN(c4ccc(F)cc4)CC3)c2-n2cccc2)cc1 | ? | -2% | 45µM* | 8% | -24% | -4% | 40µM* | ? | 14%
O=c1[nH]n(-c2ccc([N+](=O)[O-])cc2)c(=O)c2ccccc12 | · | -12% | 40µM* | 158%[activator] | ? | -16% | 21% | -2% | 10µM*
Cc1cc(C(=O)O/N=C(\N)c2ccc(C(C)(C)C)cc2)no1 | · | -2% | 8% | 0% | 56%[activator] | -1% | 7% | 5% | 11%
CCCOc1ccc(-c2nc(SCc3ccccc3)[nH]c(=O)c2C#N)cc1OC | ? | -12% | ? | -4% | 21%[57 µM] | 5% | -3% | · | 35%[activator]
COc1cc(OC)cc(-c2nnc(NC(=O)c3ccc4c(c3)OCCO4)o2)c1 | 84%[activator][59 µM] | -7% | -12% | 0% | 42%[activator] | -6% | 2% | 4% | -3%
CC(C)N(C(=O)[C@H]1C[C@H](CC(=O)NCc2cccc(C(F)(F)F)c2)C(=O)N2CCc3c([nH]c4cc(-c5ccco5)ccc34)[C@]12C)C(C)C | · | · | ? | 1% | -9% | 1% | · | ? | 26%
CC(C)CNC(=O)CC(=O)N/N=C/c1ccc(F)cc1 | 9% | 2% | -6% | -2% | 35% | -7% | 2% | -2% | 6%
COC(=O)c1cc2ccccc2n1Cc1ccc(Cl)nc1 | 2% | -8% | 13% | 1% | 50%[activator] | · | 10% | 5% | ?
Cc1ccccc1NC(=O)c1ccc(NC(=O)c2ccco2)cc1 | ? | -7% | -1% | -5% | 29% | -5% | 13% | -2% | 2%
CC(=O)c1cccc(NC(=O)N2CCC(NC(=O)C3CCCCC3)CC2)c1 | 18% | -2% | 2% | 1% | 40%[activator] | 6% | 4% | -2% | 126%[activator]
COc1cccc(C2CC(=O)Nc3cc4c(cc32)CCC4)c1 (configuration not stated) | ? | -1% | -16% | -15% | 27% | -10% | -29% | 11% | ?
Cc1[nH]c2ccccc2c1Cc1nnc(SCc2ccccc2)o1 | 71µM* | -12% | ? | 13% | -3% | -6% | ? | -7% | 50%[activator]

A draw from above in order of count of non-hydrogen atoms, smallest number first.
SMILES | G9a block | BLM helicase inh | JMJD2A Tudor inh | GLS inhibitor | HP1b binding inh | PGK inhibitor | BAZ2B inh | Pin1 inhibitor | POLI inh
O=C(NNC(=O)C1CCCC1)c1cc([N+](=O)[O-])cc([N+](=O)[O-])c1 | 2%[12.7 µM] | · | 7% | -1% | 41% | -2% | 0% | -5% | 6%
Cc1[nH]c2ccccc2c1Cc1nnc(SCc2ccccc2)o1 | 71µM* | -12% | ? | 13% | -3% | -6% | ? | -7% | 50%[activator]
CC(=O)c1cccc(NC(=O)N2CCC(NC(=O)C3CCCCC3)CC2)c1 | 18% | -2% | 2% | 1% | 40%[activator] | 6% | 4% | -2% | 126%[activator]
Cc1ccc(-n2nc(C)c(C(=O)NCCCN3CCN(c4ccc(F)cc4)CC3)c2-n2cccc2)cc1 | ? | -2% | 45µM* | 8% | -24% | -4% | 40µM* | ? | 14%
CC(C)N(C(=O)[C@H]1C[C@H](CC(=O)NCc2cccc(C(F)(F)F)c2)C(=O)N2CCc3c([nH]c4cc(-c5ccco5)ccc34)[C@]12C)C(C)C | · | · | ? | 1% | -9% | 1% | · | ? | 26%

Later entries:
SMILES | G9a block | BLM helicase inh | JMJD2A Tudor inh | GLS inhibitor | HP1b binding inh | PGK inhibitor | BAZ2B inh | Pin1 inhibitor | POLI inh
COC(=O)[C@H](Cc1c[nH]c2ccccc12)NCc1cccc(B(O)O)c1 | · | · | -29% | 28% | 1% | 2% | · | 0% | -19%
CN1C(=O)c2ccccc2C(C(=O)NCc2ccco2)C1c1c[nH]c2ccccc12 (configuration not stated) | 9%[59 µM] | -3% | ? | 5% | -3% | -3% | ? | -4% | 3%
O=C(CSc1nnc(-c2ccc(C(F)(F)F)cn2)o1)Nc1cccc(Cl)c1 | 29% | 0% | -10% | 7% | 21% | -6% | 50µM* | 3% | 50%[activator]
Cn1c2c(c(=O)n(C)c1=O)C1c3cc(Cl)ccc3OCC1CO2 (configuration not stated) | -24% | -2% | -9% | 16% | 22% | 6% | 14% | -14% | 11%
CN(C)C(=O)c1cccc(-c2csc(N3CCC(C(N)=O)CC3)n2)c1 | -26%[12.7 µM] | · | -12% | 9% | 54%[activator] | 5% | -5% | 0% | 65%[activator]
CCCN(CCC)S(=O)(=O)c1ccc2c(c1)N(CC(=O)NCc1ccc(F)cc1Cl)C(=O)CS2 | -13%[59 µM] | -6% | -24% | -10% | 45%[activator] | i | -2% | 11% | 25%
Cc1cc(C)c(S(=O)(=O)N2CCCCC2CCNC(=O)C(=O)NCc2ccco2)c(C)c1 (configuration not stated) | 11%[0.501 µM] | · | ? | 47%[activator] | -13% | 0% | ? | -2% | 50%[activator]
O=C(NCc1ccco1)C(c1cccnc1)N(C(=O)Cn1nnc2ccccc21)c1ccccc1 (configuration not stated) | ? | 0% | -9% | -1% | 19% | i | -1% | 3% | -21%
Cc1cccc(C(=O)Nc2oc(-c3ccccc3)cc2C#N)c1 | 9%[12.7 µM] | -3% | 6% | 2% | 20% | i | -4% | ? | -15%
COc1ccccc1CC(=O)Nc1cccc(C(=O)NN2C(=O)c3ccccc3C2=O)c1 | 20%[59 µM] | 3% | -18% | 5% | 18% | i | -6% | 1% | 11%
COCc1cc(=O)n2[nH]c(SCc3ccccc3)nc2n1 | ? | 0% | -13% | -1% | 29% | i | ? | -2% | ?
NNC(=O)c1cc2sccc2s1 | 1% | -5% | -14% | 9% | 19% | 7% | -13% | 0% | ?
COc1ccccc1CNCCS(=O)(=O)NN1CCOCC1 | · | · | -1% | 30%[activator] | 45%[activator] | i | · | 5% | 32%[activator]
Cc1cc2nc(N(Cc3cccnc3)C(=O)c3ccc(Cl)s3)sc2cc1C | 1%[59 µM] | 1% | 1% | -12% | 20% | 5% | 0% | -1% | -15%
CCc1ccccc1NNC(=O)c1cc(C)on1 | 3.2µM* | -6% | -10% | 9% | 50%[activator] | -10% | 2% | 15% | 21%
COc1ccc2c(c1)c(C(=O)N/N=C/c1ccc(Br)cc1)c(C)n2C | 7%[59 µM] | 0% | -3% | 0% | 30% | -2% | -5% | 2% | 26%
O=C(CSc1ccc2ccccc2c1)Nn1cnnc1 | 8%[12.7 µM] | -2% | 9% | 11% | 34% | 2% | -3% | -2% | 2%
C=CCn1c(SCC2=C(C(=O)OCC)C(C)NC(=O)N2)nnc1C1CCCCC1 (configuration not stated) | -16%[59 µM] | 0% | -14% | -3% | 33% | i | 10% | -2% | -5%

An excerpt from above, limited to BAZ2B inh and GLS inhibitor.
structure	BAZ2B inh	GLS inhibitor
COCc1cc(=O)n2[nH]c(SCc3ccccc3)nc2n1	?	-1%
C=CCn1c(SCC2=C(C(=O)OCC)C(C)NC(=O)N2)nnc1C1CCCCC1 (configuration not stated)	10%	-3%
COc1ccc2c(c1)c(C(=O)N/N=C/c1ccc(Br)cc1)c(C)n2C	-5%	0%

Only part of the results is shown; count on the stated rates, not on these rows.
